Compound activity (PubChem)
Fluorescein autfl – compound autofluorescence in fluorescein spectral region; Compound autofluorescence, 480/540 nm, fluorescein-equivalent; stronger effect = higher value; max fluorescein-equivalent concentration, M; actives 0.91% (n = 59,000); AID 593; in the data active = max fluorescein-equivalent concentration above about 10 nM; inconclusive = between about 1.1 nM and that limit
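Values reflect compound autofluorescence, normalized to fluorescein on the same plate and reported at each tested concentration. Conditions: 100 mM Tris pH 8.0, room temperature, 15 min, excitation 480 nm, emission 540 nm.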
Casp7 inh – caspase-7 (human) inhibition, allosteric or competitive; Potency, µM (highest dose often 57.5 µM), for inactives: at the highest dose activity change, negative = inhibition, usual class: inhibitors; P55210; AID 889; recombinant caspase-7, Ac-DEVD-AFC fluorescence rate; actives 0.02% (n = 75,000); active = well fitted inhibition curve with a large enough effect in the main read-out, with a control signal flat, not every such curve was filed as active; inconclusive = small, poorly fitted or top-dose-only effect, or a change in a side signal; note: potency is the fitted concentration of half-maximal effect; % of control where 0% means no effect
Target sequence (P55210 24-198 limits assumed): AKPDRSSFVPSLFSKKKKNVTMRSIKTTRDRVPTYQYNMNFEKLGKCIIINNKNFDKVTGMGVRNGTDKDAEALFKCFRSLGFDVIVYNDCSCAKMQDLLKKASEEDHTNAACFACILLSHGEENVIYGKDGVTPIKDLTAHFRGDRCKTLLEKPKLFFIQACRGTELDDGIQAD
Target sequence (P55210 207-303 limits assumed): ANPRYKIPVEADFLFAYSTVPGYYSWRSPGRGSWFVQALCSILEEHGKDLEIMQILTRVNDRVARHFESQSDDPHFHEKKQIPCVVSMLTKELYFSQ
HEK293 cAMP cs – counter-screen for TSHR agonists: cAMP increase in parental HEK293 | parental HEK293 CNG cAMP sensor, membrane potential fluorescence | Potency, µM (top dose mostly 57.1 µM), inactives show top-dose activation, usual class: activators | actives 2.5% (n = 73,000) | AID 938; note: potency is the fitted concentration of half-maximal effect; % of control where 0% means no effect; nearly all actives have a fitted effect of over 55% in size
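Counterscreen for endogenous-receptor signalling: CNG-channel HEK 293 cells report cAMP rise by membrane depolarization. After 60 min dye equilibration with 100 uM RO 20-1724, compounds incubated 30 min before bottom-read fluorescence at 590 nm.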
Epigenetic mod – epigenetic GFP locus derepression in mouse cells; mouse C127i GFP locus derepression, cytometry, 30 h; Potency, µM (highest dose often 46.1 µM), without a hit: at the top dose GFP derepression (activation); actives 0.09% (n = 68,000); AID 597; note: % of control where 0% means no effect
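Locus derepression in mouse mammary C127i cells whose integrated CMV-GFP reporter is normally silent; GFP expression after 30 h compound treatment was quantified by counting fluorescent cells.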
Ub-GFP proteasome – proteasome inhibitors stabilizing ubiquitin-GFP reporter | Ubiquitin-GFP reporter cells, proteasome inhibition, GFP fluorescence; response scale: untreated = 0%, 10 µM MG-132 = 100% | 67,000 tested, under 10 active | AID 526 | Potency, µM (highest dose often 45.9 µM), without a hit: at the top dose activation (GFP accumulation), actives largely listed as activators; active = well fitted activation curve with a large enough effect, not every such curve was filed as active; inconclusive = small, poorly fitted or top-dose-only effect, or another doubt; inactive = no such curve, though single readings can be large or run the other way; note: potency is the fitted concentration of half-maximal effect
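Reporter cells (U2OS, ubiquitin-G76V-GFP fusion) are plated overnight, then treated 4 hr at 37 °C with compound titrations from 46 uM down to 2.9 nM. Activity is scaled against untreated cells and 10 uM MG-132.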
BRCT inh red – BRCT-phosphoprotein interaction inhibition (red fluorophore) | Potency, µM (top dose mostly 76.9 µM), without a hit: at the top dose activity change, negative = inhibition, most hits filed as inhibitors | BRCT-phosphopeptide binding, red fluorescence polarization | P38398 | AID 892 | actives 0.03% (n = 75,000); note: % is set by controls: 0 for no effect and ±100 for the full control effect
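Fluorescence polarization: 100 nM His-tagged BRCA1 BRCT with 100 nM TAMRA-labelled phospho-BACH1 decapeptide, phosphate buffer pH 7.3 with 150 mM NaCl, DTT, 0.01% Tween 20; 12 min RT. Binding inhibition seen as FP decrease.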
4-MU autofl – compounds fluorescent in 4-MU spectral region. compound autofluorescence, 340/450 nm, 4-MU equivalents; stronger effect = higher value. max dye-equivalent concentration, M. actives 11% (n = 59,000). AID 589; in the data active = max dye-equivalent concentration above about 10 nM; inconclusive = mostly about 1.1 nM to 9.6 nM
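Compounds in 100 mM Tris, pH 8.0, incubated 15 min at room temperature, then fluorescence read at 340 nm excitation/450 nm emission. Signal converted to 4-MU dye-equivalent concentration using an on-plate six-point 4-MU standard curve.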
BRCT inh green – blocks human BRCA1 BRCT binding to phosphopeptide, green readout. P38398. BRCA1 BRCT-phosphopeptide binding, green fluorescence polarization. Potency, µM (top dose mostly 76.9 µM), without a hit: top-dose activity change, negative = inhibition, hits mostly inhibitors. actives 0.05% (n = 75,000). AID 875;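 note: potency is the fitted concentration of half-maximal effect; plate controls were peptide without protein for full effect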
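Compounds were incubated for 12 min at room temperature with a complex of 100 nM fluorescein-tagged pBACH1 decapeptide and 250 nM His-tagged BRCT protein. Buffer was phosphate pH 7.3 with EDTA, DTT and Tween 20. Disruption of binding lowers the polarization signal.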
A350 autofl – compounds fluorescent in Alexa 350 spectral region; Compound autofluorescence, 340/450 nm, Alexa 350 dye-equivalents; stronger effect = higher value; max dye-equivalent concentration, M; AID 590; actives 11% (n = 59,000); in the data active = max dye-equivalent concentration above about 10 nM; inconclusive = mostly about 1.1 nM to 9.6 nM
USP2a inh – inhibitors of human ubiquitin-specific protease USP2a. O75604. USP2a enzymatic assay, qHTS inhibition. Potency, µM (highest dose often 38.3 µM), for inactives: at the top dose activity change, negative = inhibition, hits mostly inhibitors. actives 0.1% (n = 60,000). AID 927;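 note: potency is the fitted concentration of half-maximal effect; nearly all actives have a fitted effect of over 60% in size; plate controls were DMSO for no effect and NEM full inhibition control for full effect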
Target sequence (O75604 whole entry, looked up): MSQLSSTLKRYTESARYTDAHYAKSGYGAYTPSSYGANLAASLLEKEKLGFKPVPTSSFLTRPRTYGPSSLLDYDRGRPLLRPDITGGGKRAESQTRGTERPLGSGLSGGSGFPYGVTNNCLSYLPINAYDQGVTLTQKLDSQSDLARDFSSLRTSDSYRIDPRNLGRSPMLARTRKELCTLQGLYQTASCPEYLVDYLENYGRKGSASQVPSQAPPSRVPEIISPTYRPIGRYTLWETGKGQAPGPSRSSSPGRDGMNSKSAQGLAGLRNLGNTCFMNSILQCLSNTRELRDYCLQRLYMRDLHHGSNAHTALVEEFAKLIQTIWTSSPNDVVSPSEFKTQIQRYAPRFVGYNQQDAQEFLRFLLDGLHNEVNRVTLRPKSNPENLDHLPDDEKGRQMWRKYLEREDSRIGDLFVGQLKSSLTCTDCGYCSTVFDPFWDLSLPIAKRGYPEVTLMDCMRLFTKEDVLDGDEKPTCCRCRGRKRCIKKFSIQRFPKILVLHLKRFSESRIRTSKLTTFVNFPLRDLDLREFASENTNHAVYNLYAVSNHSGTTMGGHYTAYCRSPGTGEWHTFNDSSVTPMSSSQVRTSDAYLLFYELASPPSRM
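USP2 core (20 nM final) was preincubated with compound for 30 min at RT in 20 mM Tris-HCl pH 8.0, 2 mM CaCl2, 2 mM beta-mercaptoethanol; Ub-PLA2 (20 nM) plus NBD C6-HPC (20 uM) then added, fluorescence read after 2.5 h.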
Casp1 inh – allosteric or competitive inhibitors of human caspase-1; P29466; Caspase-1 enzyme, Ac-WEHD-AFC fluorogenic rate; Potency, µM (doses to about 57.5 µM), for the others: at the top dose activity change, negative = inhibition, hits mostly inhibitors; actives 0.03% (n = 75,000); AID 900;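 note: potency is the fitted concentration of half-maximal effect; plate controls were vehicle for no effect and no substrate for full effect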
* marks the source's active call; other numbers are inactive results; i = inactive; ? = inconclusive; · = no result given; [ ] = dose if it differs, or a comment. Unless noted, calls come from the whole dose curve; as a rule, active = well fitted curve in the direction sought with a large enough effect; inconclusive = small, poorly fitted or top-dose-only effect, or another doubt; inactive = no such curve, though single readings can be large; an effect the other way counts as inactive or inconclusive. Not all compounds are listed (hit frequency here may not be typical).

Sequence of screens – Fluorescein autfl	Casp7 inh	HEK293 cAMP cs	Epigenetic mod	Ub-GFP proteasome	BRCT inh red	4-MU autofl	BRCT inh green	A350 autofl	USP2a inh	Casp1 inh
O=C(CN1C(=O)C2C3C=CC(C3)C2C1=O)NCc1ccc2c(c1)OCO2 (stereo not drawn)
 : i	2%	3%	-4%	-16%	-0.3%	i	-0.3%	i	-2%	2%
O=C(OCc1nc2ccccc2c(=O)[nH]1)c1cccs1
 : ?	-4%	5%	-1%	7%	-1.0%	i	-2.8%	?	-2%	3%
CCC(Sc1nc2sc(C(=O)OC)c(C)c2c(=O)n1N)C(=O)NCC1CCCO1 (stereo not drawn)
 : i	3%	3%	-1%	11%	1.4%	i	4.2%	i	21%	-1%
C[C@H](O)CO[C@H]1[C@H]2O[C@H]3[C@H](O)[C@@H](O)[C@@H](O[C@H]4[C@H](O)[C@@H](O)[C@@H](O[C@H]5[C@H](O)[C@@H](O)[C@@H](O[C@H]6[C@H](O)[C@@H](OC[C@H](C)O)[C@@H](O[C@H]7[C@H](O)[C@@H](OC[C@H](C)O)[C@@H](O[C@H]8[C@H](O)[C@@H](O)[C@@H](O[C@@H]([C@@H]1O)[C@@H](CO)O2)O[C@@H]8CO)O[C@@H]7CO)O[C@@H]6CO)O[C@@H]5CO)O[C@@H]4CO)O[C@@H]3CO
 : ·	-2%	1%	1%	0%	-1.4%	·	-2.1%	·	·	-2%
CCC(=O)N1CCN=C1SCc1ccc(F)cc1
 : ·	-1%	-1%	-5%	-6%	-1.0%	·	-0.3%	·	·	-2%
CCN1CCCC1CN(Cc1cc2cc(C)cc(C)c2[nH]c1=O)C(=O)Nc1ccccc1OC (stereo not drawn)
 : ?	-3%	8%	-2%	1%	-0.6%	?	-0.1%	?	24%	-4%
CN(C)S(=O)(=O)N1CCCN(S(=O)(=O)N(C)C)CC1
 : ?	6%	-4%	1%	3%	2.9%	i	-3.3%	i	-7%	3%
O=C1[C@@H]2CSCN2C(=O)CN1CCc1cccc(F)c1
 : i	-2%	3%	-6%	-15%	1.2%	i	-0.2%	i	4%	2%
Cc1ccc(-n2c(SCC(=O)Nc3ccc4c(c3)OCCO4)nnc2-c2ccco2)cc1
 : ?	-2%	23%	-1%	1%	1.2%	i	-0.9%	i	26%	-4%
Fc1ccc(-c2cc(C(F)(F)F)nc(-n3cncn3)n2)cc1
 : i	0%	?	4%	-3%	-2.9%	i	-0.4%	i	0%	1%
NC(=O)C1(N2CCCCC2)CCN(C(=O)CSc2nc3ccccc3o2)CC1
 : i	0%	5%	-3%	4%	1.0%	i	-1.2%	i	13%	-2%
CCCCN(CC)C(=O)C1CCC(=O)N(c2ccc(OC)cc2)C1c1ccc(OC)c(OC)c1 (stereo not drawn)
 : ?	2%	12%	4%	-9%	-4.0%	i	-1.8%	i	7%	1%
Cc1ccc2cc(C(c3nnnn3C3CCCC3)N(Cc3cccnc3)Cc3ccco3)c(=O)[nH]c2c1 (stereo not drawn)
 : i	-4%	?	-1%	7%	0.4%	i	5.5%	i	33%[activator]	-7%
CCOC(=O)N1CCN(c2c(-c3ccc(C)cc3)c(=O)c2=O)CC1
 : i	-4%	6%	5%	-2%	-2.4%	i	-3.4%	i	0%	-1%
COc1ccccc1S(=O)(=O)Cc1ccc(C(=O)N2CCCC2)o1
 : ·	-1%	6%	·	11%	0.2%	·	-9.9%	·	·	-4%
CCOC(=O)c1nc(N)sc1C(=O)OCC
 : ·	0%	18%	0%	-9%	0.9%	·	-1.0%	·	-7%	-1%
O=C(CCN1CCN(c2ccccc2F)CC1)c1ccc(Br)cc1
 : i	-5%	?	27%	-14%	-1.6%	?	-1.9%	1e-08M*	-1%	-8%
CCN1CCN(C(=O)Cn2ncc3c2-c2ccccc2OC3)CC1
 : ·	0%	?	2%	-9%	-0.9%	·	-1.9%	·	·	-3%
COC(=O)c1c(C)n(-c2ccc(OC)cc2)c2ccc(O)cc12
 : i	0%	4%	-3%	-4%	-2.2%	i	-1.7%	i	17%	1%
O=C(CSc1nnc(-c2ccc(S(=O)(=O)N3CCCC3)cc2)o1)NCc1ccco1
 : i	-7%	-7%	-2%	-1%	1.6%	i	-2.4%	i	11%	-3%

Later entries:
Sequence of screens – Fluorescein autfl	Casp7 inh	HEK293 cAMP cs	Epigenetic mod	Ub-GFP proteasome	BRCT inh red	4-MU autofl	BRCT inh green	A350 autofl	USP2a inh	Casp1 inh
CCc1cc2c(NCCO)ncnc2s1
 : i	2%	0%	-3%	-2%	0.1%	2.2e-08M*	0.9%	2e-08M*	3%	-2%
Fc1ccc(C2CC(c3ccccc3)Nc3ncnn32)cc1 (stereo not drawn)
 : ·	-1%	?	·	3%	0.8%	·	1.6%	·	·	0%
CC(=O)OC[C@H]1O[C@@H](O/N=C(\C)CCN2CCc3nc(-c4ccccc4)c(-c4ccccc4)cc3C2)[C@H](OC(C)=O)[C@@H](OC(C)=O)[C@H]1OC(C)=O
 : ·	1%[11.5 µM]	-6%[11.4 µM]	·	·	0.5%[15.4 µM]	·	1.5%[15.4 µM]	·	·	-3%[11.5 µM]
Cc1cccc(NC2SC(=O)N(c3ccccc3)C2=O)c1 (stereo not drawn)
 : ·	-1%	-9%	2%	2%	1.5%	·	-1.7%	·	-4%	-2%
CCOc1ccc(NC(=O)CSc2nnnn2CC(=O)O)cc1
 : i	-1%	10%	-2%	5%	-1.5%	i	-0.2%	i	-8%	1%
CC1Cc2ccccc2N1C(=O)Cn1cnc2ccccc2c1=O (stereo not drawn)
 : ?	-2%	-9%	0%	-1%	0.0%	i	2.4%	i	13%	4%
O=C(O)/C(Cc1ccc([N+](=O)[O-])cc1)=N/O
 : i	0%[11.5 µM]	10%[11.4 µM]	0%[9.22 µM]	-1%[9.17 µM]	1.2%[15.4 µM]	i	-1.2%[15.4 µM]	i	·	-3%[11.5 µM]
O=C(COc1ccccc1)N1CCN(c2nnc(-c3ccccc3)c3ccccc23)CC1
 : i	-2%	20%	-3%	-20%	-0.3%	i	0.4%	i	31%[activator]	-2%
CC1=C(C(=O)Nc2ccccc2)C(c2ccc3c(c2)OCO3)C2=C(CCCC2=O)N1 (stereo not drawn)
 : i	-9%	16µM*	0%	-4%	-0.6%	1.2e-07M*	-2.9%	1.5e-07M*	9%	-8%
COc1ccc(N2CCN(Cc3cc(=O)oc4cc(C)c(Cl)c(C)c34)CC2)cc1
 : i	0%	-13%	0%	4%	-0.7%	i	0.3%	i	36%[activator]	-6%
CN(C)c1cccc(OC2C=CC(C#Cc3ccccc3)OC2CO)c1 (stereo not drawn)
 : ·	-4%[11.5 µM]	9%[11.4 µM]	·	·	0.1%[15.4 µM]	·	-1.2%[15.4 µM]	·	·	-2%[11.5 µM]
COc1ccc(N2C(=O)CCC(C(=O)N3CCCCCC3)C2c2ccc(OC)c(OC)c2)cc1 (stereo not drawn)
 : ?	-1%	1%	0%	2%	0.2%	i	-0.9%	i	-2%	-1%
COc1ccc(Cn2c(SCC(=O)NCc3ccco3)nc3ccsc3c2=O)cc1
 : ?	-4%	?	0%	·	-0.9%	i	-0.1%	i	16%	-5%
O=C(COC(=O)c1cc[n+]([O-])cc1)Nc1ccc2c(c1)OCCO2
 : i	-1%	-2%	-5%	-2%	0.3%	i	0.2%	i	10%	0%
Cc1ccc(-c2nnc(CSc3nncn3N)o2)cc1
 : i	0%	3%	4%	1%	-1.6%	i	-0.7%	i	-2%	3%
Cn1nc(CC(=O)Nc2ccc(N3CCN(C(=O)OC(C)(C)C)CC3)cc2)c2ccccc2c1=O
 : ?	-3%	12%	-1%	1%	0.6%	i	-0.7%	?	20%	2%
O=C(NCCN1CCOCC1)c1ccc(-n2c(=O)c(=O)[nH]c3ccccc32)cc1
 : ·	-1%	-11%	·	·	-4.8%	·	-2.6%	·	·	-5%
Cc1nnc(SCC(=O)N2CCN(S(=O)(=O)c3ccccc3)CC2)[nH]c1=O
 : ?	-3%	1%	1%	-1%	-1.4%	i	3.7%	i	-9%	4%
COc1ccc(C(=O)OC(COc2ccccc2)Cn2ccnc2)cc1 (stereo not drawn)
 : ·	0%	-5%	·	·	0.0%	·	-0.4%	·	·	-1%
CCCCOc1ccc(C(=O)Nc2ccc(N3CCN(C)CC3)cc2)cc1
 : i	0%	-31%[inhibitor]	-2%	1%	-1.6%	i	-0.8%	i	20%	0%

Whole records from above.
Cc1nnc(SCC(=O)N2CCN(S(=O)(=O)c3ccccc3)CC2)[nH]c1=O is listed with Fluorescein autfl = ?; Casp7 inh = -3%; HEK293 cAMP cs = 1%; Epigenetic mod = 1%; Ub-GFP proteasome = -1%; BRCT inh red = -1.4%; 4-MU autofl = i; BRCT inh green = 3.7%; A350 autofl = i; USP2a inh = -9%; Casp1 inh = 4%
Cn1nc(CC(=O)Nc2ccc(N3CCN(C(=O)OC(C)(C)C)CC3)cc2)c2ccccc2c1=O is listed with Fluorescein autfl = ?; Casp7 inh = -3%; HEK293 cAMP cs = 12%; Epigenetic mod = -1%; Ub-GFP proteasome = 1%; BRCT inh red = 0.6%; 4-MU autofl = i; BRCT inh green = -0.7%; A350 autofl = ?; USP2a inh = 20%; Casp1 inh = 2%
